zfTRPN1 agonist = zebrafish TRPN1 channel agonists, primary screen, cell-based, HEK293, calcium fluorescence; transient receptor potential cation channel N1 (TRPN1/NompC), Danio rerio; HEK293 zebrafish TRPN1-YFP, Fluo-8 calcium fluorescence; 100% = response to 87 µM carbachol; activation, % at 3 µM; hit rate 0.18% among 220,000;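 active = activation above its plate's cutoff, the mean activation of test wells on that plate plus 3 SD, cut at about 19% in these data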;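 note: 0% = DMSO alone and 100% = 87 µM carbachol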
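Material: zebrafish TRPN1-YFP in HEK293 cells; Doses: single test compound dose, 3 µM nominal, 0.3% DMSO; Timing: dye loading 1 h at 37 °C, then 30 min room temperature; Technique: intracellular calcium fluorescence with Fluo-8; Benchmarks: high carbachol 87 µM, low DMSO alone.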
EBV gp42 inh = Epstein-Barr virus gp42 inhibitors, primary screen, biochemical, uHTS, fluorescence polarization. AID 1085, 2008. Fluorescence polarization binding assay, mP read-out. hit rate 0.42% among 220,000. inhibition, % (tested at 21.74 µM); in the data active = inhibition above about 50%
Target sequence (Q1HVG2 whole entry, looked up): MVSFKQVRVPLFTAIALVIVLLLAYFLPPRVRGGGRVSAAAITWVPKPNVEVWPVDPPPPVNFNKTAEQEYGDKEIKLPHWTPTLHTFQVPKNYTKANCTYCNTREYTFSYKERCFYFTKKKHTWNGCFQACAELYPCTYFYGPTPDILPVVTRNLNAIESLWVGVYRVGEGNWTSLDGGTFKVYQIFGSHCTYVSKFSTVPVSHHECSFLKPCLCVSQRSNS
CHOP inh = inhibitors of CHOP promoter induction, primary screen, cell-based, unfolded protein response, luciferase reporter; CHO-K1 CHOP-promoter luciferase, tunicamycin-induced, 15-18 h; inhibition, % at 10 µM; hit rate 3.8% among 220,000;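 active = compounds that reduced the stress-induced luciferase reporter signal by more than about 70% of percent inhibition, limit read from the data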;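 note: 0% = tunicamycin plus vehicle and 100% = wells without tunicamycin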
TRPML3 ag = human TRPML3 channel agonists, primary screen, cell-based, HEK293 TRPML3-YFP, Fluo-8 calcium fluorescence, 3 µM; activation, % at 3 µM; hit rate 0.29% among 220,000; 100% = the carbachol control signal; Mucolipin-3 (Homo sapiens), Q8TDD5; AID 1448, 2008;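 active = activation above its plate's cutoff, the mean activation of the plate's test wells plus 3 SD, cut at about 12% in these data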;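 note: 0% = DMSO only wells and 100% = carbachol wells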
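Material: HEK293 cells stably carrying human TRPML3-YFP; compound dosing: single dose, 3 µM final nominal compound, 0.3% DMSO final; incubation: 1-h 37 °C dye load, 5-s basal, 120-s post-compound reads; technique: Fluo-8 intracellular calcium fluorescence, excitation 470-495 nm, emission 515-575 nm; read-out basis: percent activation from peak-to-basal fluorescence ratio, scaled between DMSO and carbachol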
PPC-1+TRAIL kill = compounds killing PPC-1 cancer cells with TRAIL present, primary screen, TRAIL potentiator project, ATPLite luminescence, uHTS | cell killing (% activity), % at 4 µM | PPC-1 cells + TRAIL, ATPLite viability luminescence | hit rate 0.41% among 220,000;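 active = cell killing above 50% in the first pass at 4 µM, then a duplicate retest at 5 µM averaging 50% or more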;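 note: plate controls were cells with TRAIL plus DMSO for no effect and medium-only wells lacking cells for full effect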
NCF1 inh = p47phox/p22phox peptide binding inhibitors, primary screen, biochemical, uHTS, NADPH oxidase regulatory subunit | Neutrophil cytosol factor 1 (Homo sapiens), P14598 | fluorescence polarization, 2 h | inhibition, % at 24.7 µM | hit rate 0.53% among 220,000 | AID 1274, 2008;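 active = inhibition above about 30%, limit read from the data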;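 note: 0% = p47phox with labelled peptide and 100% = labelled peptide alone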
Target sequence (P14598 whole entry, looked up): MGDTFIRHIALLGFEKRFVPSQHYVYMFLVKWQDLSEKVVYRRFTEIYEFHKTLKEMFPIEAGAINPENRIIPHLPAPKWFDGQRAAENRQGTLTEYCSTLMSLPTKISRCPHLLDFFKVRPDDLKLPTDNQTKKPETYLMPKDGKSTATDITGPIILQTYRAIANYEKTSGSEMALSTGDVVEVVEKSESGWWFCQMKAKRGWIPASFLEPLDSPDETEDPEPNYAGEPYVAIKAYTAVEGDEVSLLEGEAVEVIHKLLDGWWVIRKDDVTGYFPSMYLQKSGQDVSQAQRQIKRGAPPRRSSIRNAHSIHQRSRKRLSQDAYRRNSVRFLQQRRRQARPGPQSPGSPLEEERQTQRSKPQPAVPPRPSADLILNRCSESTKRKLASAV
Mdm2 ligase inh = MDM2-luciferase reporter signal enhancers, primary screen, MDM2 E3 ligase inhibitor project, cell-based, luminescence, 1536-well; cell-based MDM2 ubiquitination luciferase reporter, 2 h; 0 = plate control, 100 = twice control, blank-subtracted; AID 1230, 2008; hit rate 0.11% among 210,000; signal enhancement, % at 5 µM;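 active = signal enhancement of 30% or more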;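 note: luminescence tracks abundance of the self-degrading MDM2-luciferase fusion protein; higher signal means inhibition of MDM2 E3 ligase activity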
Target sequence (Q00987 whole entry, looked up, the tested form may be a part): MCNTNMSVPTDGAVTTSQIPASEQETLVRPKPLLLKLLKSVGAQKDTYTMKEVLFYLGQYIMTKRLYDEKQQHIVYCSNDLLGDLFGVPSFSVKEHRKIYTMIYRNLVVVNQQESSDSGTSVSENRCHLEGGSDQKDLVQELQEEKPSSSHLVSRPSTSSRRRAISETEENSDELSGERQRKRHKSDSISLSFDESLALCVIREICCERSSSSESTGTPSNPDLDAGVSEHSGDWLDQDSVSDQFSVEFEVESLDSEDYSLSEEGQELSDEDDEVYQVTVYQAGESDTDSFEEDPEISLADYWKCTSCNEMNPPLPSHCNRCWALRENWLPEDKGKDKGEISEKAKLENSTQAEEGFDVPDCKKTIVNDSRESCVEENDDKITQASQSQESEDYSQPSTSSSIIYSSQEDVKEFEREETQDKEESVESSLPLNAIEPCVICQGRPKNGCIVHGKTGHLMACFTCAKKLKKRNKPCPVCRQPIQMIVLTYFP
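Material: Stable MDM2–luciferase fusion reporter cells | Amount: 2000 cells seeded into each well | Dosing: One concentration, 5 µM, with 0.2% DMSO | Incubation: 4 h cell settling then 2 h compound exposure, 37 °C | Measured by: Luciferase luminescence | Read-out basis: % enhancement relative to plate controls after blank subtraction | Benchmarks: Control and blank well means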
Runt-SMMHC FRET = inhibitors of RUNX1 Runt–CBFb-SMMHC binding, primary screen, biochemical, FRET, Cerulean-Runt, Venus-CBFb-SMMHC, uHTS | Cerulean-Runt/Venus-CBFb-SMMHC FRET ratio 530/480, 1 h | AID 1434, 2008 | inhibition, % at 20 µM | hit rate 0.74% among 220,000 | Runt-related transcription factor 1 (Homo sapiens) + Core-binding factor subunit beta …;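 active = mean inhibition across duplicate retests at 20 µM reaching about 50%, limit read from the data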;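 note: 0% = DMSO wells and 100% = wells with excess untagged CBFb-SMMHC; inhibitors lower the FRET ratio by blocking Runt binding to CBFb-SMMHC; some results filed as inactive read as strong as hits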
TNF death inh = inhibitors of TNF-alpha triggered necroptosis, primary screen, cell-based, Jurkat FADD-/-, single concentration | Jurkat FADD-/- TNF necroptosis rescue, ATP luminescence, 24 h; 0 = TNF only, 100 = no-TNF cells | activation (protection from cell death), % at 10 µM | hit rate 0.068% among 220,000;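 active = activation, meaning protection from cell death, of at least 50% relative to plate controls; inactive = activation below 50%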;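 note: necroptosis triggered by 40 ng/mL TNF-alpha added together with compound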
Numbers without * were called inactive; / = no result given; [ ] = dose if it differs, or a comment. This is a subset; the hit share may differ from the screen's.

Letters – A = zfTRPN1 agonist; B = EBV gp42 inh; C = CHOP inh; D = TRPML3 ag; E = PPC-1+TRAIL kill; F = NCF1 inh; G = Mdm2 ligase inh; H = Runt-SMMHC FRET; I = TNF death inh
> Cc1cc(OCC(=O)OC(C)C)c2c3c(c(=O)oc2c1)CCCC3
  A = -1.0; B = -21; C = 36; D = -0.5; E = 18; F = -4; G = -11; H = -8; I = 0.2

> CCOC(=O)C1=C(C)OC(N)=C(C(=O)OCC)C12C(=O)Nc1ccc(Br)cc12 (stereo unspecified)
  A = 0.0; B = -5; C = 35; D = 1.1; E = 3; F = -6; G = -29; H = 3; I = 0.1

> O=P(OCC(F)(F)C(F)F)(N1CCOCC1)N1CCOCC1
  A = -1.1; B = -11; C = 1; D = 1.2; E = -9; F = -6; G = -10; H = 0; I = 0.9

> CC(C)N1CCN(Cc2cccc3c2OCO3)CC1CCO (stereo unspecified)
  A = 0.6; B = 1; C = 9; D = 1.2; E = 12; F = 12; G = -10; H = 0; I = 0.9

> COc1ccc(-n2c(/C=C3\C(=O)Nc4ccccc43)nc3ccccc3c2=O)cc1
  A = 1.6; B = 5; C = 48; D = 0.7; E = 24; F = -3; G = -1; H = -10; I = 0.2

> CC(NCc1ccc(Cl)cc1Cl)C(O)c1ccccc1 (stereo unspecified)
  A = -2.3; B = -31; C = 24; D = -0.1; E = 14; F = 3; G = 7; H = 6; I = 1.6

> O=c1[nH]c(=O)n(-c2cccc(Cl)c2)c(O)c1/C=N/c1ccccn1
  A = 1.8; B = -19; C = 33; D = 1.4; E = -15; F = -10; G = -3; H = -2; I = -4.5

> Cn1c(O)c(C=NCc2ccco2)c(=O)n(C)c1=O
  A = -0.1; B = -6; C = 24; D = 0.3; E = -8; F = -1; G = -17; H = 43; I = 0.5

> O=C1C2CCN(CC2)C1Cc1ccccc1O (stereo unspecified)
  A = 0.4; B = -14; C = -13; D = 0.6; E = -5; F = -2; G = -12; H = 0; I = -2.3

> O=C(CN1CCN(Cc2cccc(Cl)c2)C1=O)N1CCC2(CC1)OCCO2
  A = 2.3; B = -7; C = -1; D = 1.2; E = -5; F = -3; G = -5; H = -2; I = 0.4

> C=C(c1ccccc1)P(=O)(O)O
  A = 0.8; B = -9; C = 10; D = 0.6; E = 5; F = -1; G = -17; H = 2; I = -0.1

> C=CCOC(=O)C1=C(C)OC(N)=C(C(=O)OCC)C12C(=O)N(CC(N)=O)c1ccccc12 (stereo unspecified)
  A = 0.5; B = -15; C = 6; D = -0.2; E = 15; F = -1; G = -6; H = -6; I = -0.5

> CCOc1c(Cl)cc(CNC(C)C(O)c2ccccc2)cc1OC (stereo unspecified)
  A = -2.5; B = -9; C = 19; D = 0.1; E = 7; F = 7; G = -2; H = 0; I = 4.8

> N=Cc1c(O)n(-c2ccccc2)c(=O)n(-c2ccccc2)c1=O
  A = -0.2; B = -2; C = 9; D = -0.6; E = 3; F = -15; G = -14; H = -3; I = -8.1

> CCOC(=O)c1c(C)n(COCCO)c2ccc(O)cc12
  A = -0.7; B = -9; C = -4; D = -0.3; E = 10; F = -4; G = -12; H = -1; I = -4.0

> COc1ccccc1-n1c(CNCC2CCCO2)nc2ccccc2c1=O (stereo unspecified)
  A = 0.8; B = -2; C = 10; D = 0.2; E = 15; F = -4; G = -4; H = -2; I = 0.8

> Cc1ccsc1C(=O)C1CCCN(CCO)C1 (stereo unspecified)
  A = 1.1; B = -6; C = 14; D = 0.8; E = -3; F = -11; G = -21; H = -2; I = 1.6

> CCCOC(=O)C1C2c3ccccc3C(c3ccccc32)C1C(=O)O (stereo unspecified)
  A = 0.5; B = -13; C = 13; D = 0.7; E = 5; F = -8; G = -14; H = 2; I = -1.5

> O=[N+]([O-])c1ccc(Nc2ccccc2)cc1
  A = -2.5; B = -15; C = 23; D = -0.1; E = 16; F = -7; G = 1; H = -16; I = 13

> Cn1ccnc1P(=S)(c1nccn1C)c1nccn1C
  A = 1.0; B = -9; C = 0; D = -0.1; E = -7; F = -6; G = -14; H = 5; I = -2.4

> COc1ccc(-n2c(O)c(/C(C)=N/Nc3ccccc3)c(=O)[nH]c2=O)cc1
  A = -0.5; B = -11; C = 2; D = 0.6; E = 9; F = -11; G = -14; H = 0; I = 0.7

> O=S(=O)(c1ccc(Cl)cc1Cl)N1CCCC1c1cccnc1 (stereo unspecified)
  A = 2.4; B = 0; C = 3; D = 1.5; E = 11; F = -6; G = -4; H = 10; I = -0.2

> C=CCn1c(O)c(C(CC)=NCCCO)c(=O)[nH]c1=O
  A = 2.1; B = -6; C = 11; D = 0.9; E = -8; F = 0; G = -4; H = 1; I = 1.3

> CN(C)C(CNC(=O)Cc1c(Cl)cccc1Cl)c1ccccc1 (stereo unspecified)
  A = -0.9; B = -29; C = 12; D = 0.4; E = 21; F = -11; G = -1; H = -3; I = 1.2

> CCN1C(=O)/C(=C/c2ccc3c(c2)CCN3CCCCl)C(=O)NC1=S
  A = -0.7; B = -1; C = 90*; D = -0.4; E = 29; F = 3; G = -13; H = 5; I = -1.7

> O=C(CN1CCCCC1)c1ccc2c(c1)OCO2
  A = 1.2; B = -19; C = -6; D = 1.4; E = -18; F = -4; G = -8; H = 0; I = 2.5

> CCN(CC)c1ccc(CN2CC=C(c3ccc(F)cc3)CC2)cc1
  A = 0.4; B = -13; C = 8; D = 0.5; E = -10; F = -11; G = /; H = 0; I = -0.2

> CC(C)N1C(=O)CCC1C(=O)N1CCC2(CC1)OCCO2 (stereo unspecified)
  A = 0.5; B = -13; C = 5; D = 0.7; E = 0; F = -6; G = -37; H = 3; I = -0.6

> CC1=NN(c2ccccc2)C(=O)C1/C=C1/C(=O)NC(=O)N(c2cc(C)cc(C)c2)C1=O (stereo unspecified)
  A = 1.4; B = 2; C = 26; D = -0.1; E = 7; F = -22; G = -17; H = -9; I = -5.4

> CCOc1cccc(C2NCc3ccccc3-n3cccc32)c1O (stereo unspecified)
  A = 0.6; B = -1; C = 22; D = -0.3; E = 10; F = 0; G = -21; H = 1; I = -0.1

> Cn1cc(C(=O)N2CCCCC2)c2ccccc21
  A = -0.1; B = -9; C = -10; D = -0.3; E = -8; F = -23; G = -1; H = -5; I = -0.2

> Nc1ncc(P(=S)(N2CCOCC2)N2CCOCC2)s1
  A = 1.4; B = -40; C = 22; D = 0.9; E = 1; F = -15; G = -19; H = 2; I = 0.0

> Cn1c(O)c(C=NCCN2CCNCC2)c(=O)n(C)c1=O
  A = -0.3; B = -2; C = 31; D = 1.1; E = 28; F = -6; G = 1; H = 2; I = -0.2

> O=C(CCC(=O)N1CCC2(CC1)OCCO2)Nc1nnc(C2CCCCC2)s1
  A = 0.2; B = -17; C = 4; D = 0.8; E = -13; F = -7; G = -17; H = -1; I = 4.4

> CCc1ccc(CN2CCN(Cc3cc(Br)ccc3O)CC2)cc1
  A = -0.9; B = -7; C = 3; D = 0.3; E = 18; F = 3; G = -6; H = -2; I = 0.9

> Cc1cccc(C2=NCC(=O)N(CC(=O)NCc3ccco3)c3sc4c(c32)CCCC4)c1
  A = -1.4; B = 5; C = 12; D = -0.1; E = 17; F = -10; G = /; H = 4; I = -3.4

> CCN(CC)P(=O)(Oc1ccccc1)Oc1ccccc1
  A = -3.8; B = -16; C = 1; D = -1.7; E = -4; F = -11; G = -45; H = -9; I = 0.4

> CCCC[N+]12CCC(CC1)C(=C(c1ccccc1)c1ccccc1)C2
  A = -1.3; B = -56; C = -1; D = 0.1; E = 0; F = -4; G = -8; H = 7; I = 1.1

> Fc1ccc(CCNCc2ccccc2Cl)cc1
  A = -0.7; B = -13; C = 58; D = 0.4; E = -14; F = -6; G = 18; H = -1; I = -0.2

> COc1cccc(OC)c1C1=NCC(=O)Nc2c1oc1ccc(Br)cc21
  A = -1.0; B = -8; C = /; D = 0.5; E = 30; F = -11; G = -41; H = 2; I = -18

> NCCCC(=O)OC1N=C(c2ccccc2Cl)c2cc(Br)ccc2NC1=O (stereo unspecified)
  A = 2.1; B = -11; C = 17; D = 1.6; E = 6; F = -12; G = -2; H = -3; I = -1.2

> Cc1cccc(NC(=O)CSc2nnc([C@@H](N)Cc3c[nH]c4ccccc34)o2)c1C
  A = -0.5; B = -9; C = 67; D = -0.3; E = 6; F = -6; G = 5; H = -1; I = 0.1

> Fc1ccc(C(OCCN2CCCC2)c2ccc(Br)cc2)cc1 (stereo unspecified)
  A = 0.7; B = -9; C = -7; D = 0.7; E = 28; F = -7; G = -6; H = 4; I = 7.1

> O=c1[nH]c(=S)[nH]c(O)c1N=Nc1cccc(S(=O)(=O)N2CCOCC2)c1
  A = 1.1; B = 1; C = 19; D = 1.0; E = -6; F = -19; G = -12; H = -6; I = -8.0

> CCOc1ccc(C2CC(c3c(O)n(C)c(=O)n(C)c3=O)=NN2)cc1 (stereo unspecified)
  A = -0.5; B = -9; C = 27; D = 0.4; E = 69*[5 µM]; F = 61*; G = -33; H = 3; I = -5.5

> CN1CCC(OC(=O)C2c3ccccc3Oc3ccccc32)CC1
  A = -0.5; B = -15; C = 7; D = 0.8; E = 6; F = -8; G = -22; H = -2; I = -0.2

> CC(=O)Nc1cc(C(=O)N2CCC3(CC2)OCCO3)ccc1S(=O)(=O)c1ccc(Cl)cc1
  A = -1.3; B = -10; C = 9; D = 0.1; E = 9; F = -7; G = -6; H = 1; I = 1.4

Fetched by compound from above (2):
Letters – A = zfTRPN1 agonist; B = EBV gp42 inh; C = CHOP inh; D = TRPML3 ag; E = PPC-1+TRAIL kill; F = NCF1 inh; G = Mdm2 ligase inh; H = Runt-SMMHC FRET; I = TNF death inh
> CCCOC(=O)C1C2c3ccccc3C(c3ccccc32)C1C(=O)O (stereo unspecified)
  A = 0.5; B = -13; C = 13; D = 0.7; E = 5; F = -8; G = -14; H = 2; I = -1.5

> O=C(CCC(=O)N1CCC2(CC1)OCCO2)Nc1nnc(C2CCCCC2)s1
  A = 0.2; B = -17; C = 4; D = 0.8; E = -13; F = -7; G = -17; H = -1; I = 4.4
